# High-throughput results from PubChem.
# CRFBP-R2 agonist: CRF-BP/CRF-R2 complex agonism; HEK293 CRF-R2/CRF-BP, calcium dye fluorescence (FLIPR); percent of saturating CRF peptide response; activation, % at 13.2 µM; 350,000 tested, 0.46% active;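 active = activation of at least 50%, plus an integration ratio under a set limit after plate pattern correction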;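 also: plate controls were neutral control wells without compound for no effect and CRF at EC100 for full effect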
# CRFBP-R2 block: blocks CRF-induced signaling of the CRF-BP/CRF-R2 complex; HEK293 CRF-R2/CRF-BP, CRF-induced calcium fluorescence; inhibition, % at 11.8 µM; 350,000 tested, 0.59% active; AID 588475;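 active = inhibition of the ligand-induced calcium signal above about 50% at the single tested concentration, limit read from the data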
# PHOSPHO1 block: inhibitors of human PHOSPHO1 phosphatase | recombinant PHOSPHO1, absorbance phosphatase assay | 290,000 tested, 1.1% active | inhibition, % at 13.3 µM | Q8TCT1; in the data active = inhibition above about 60%
# Target sequence (Q8TCT1 whole entry, looked up): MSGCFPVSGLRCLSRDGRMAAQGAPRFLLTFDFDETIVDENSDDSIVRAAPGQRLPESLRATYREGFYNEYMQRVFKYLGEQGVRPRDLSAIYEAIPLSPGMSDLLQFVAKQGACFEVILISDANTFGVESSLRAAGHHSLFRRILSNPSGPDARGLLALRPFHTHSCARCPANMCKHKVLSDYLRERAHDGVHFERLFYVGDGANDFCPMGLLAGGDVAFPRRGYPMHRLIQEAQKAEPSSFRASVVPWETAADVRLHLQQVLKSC
# MEKK3 PB1 HTS: MEKK3-MEK5 PB1 interaction, increase or decrease; Q99759; bead-based flow cytometry, Alexa488-MEK5 binding to MEKK3; actives lie on both sides; 0 = blocked by unlabeled MEK5, 100 = vehicle; binding response (% of control), % at 10 µM; 290,000 tested, 1.4% active;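 active = binding response more than 3 SD above or below the average of its plate-row segment, actives on both sides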;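 also: Alexa488 bead fluorescence after subtracting the streptavidin-only scavenger bead signal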
# Target sequence (Q99759 whole entry, looked up): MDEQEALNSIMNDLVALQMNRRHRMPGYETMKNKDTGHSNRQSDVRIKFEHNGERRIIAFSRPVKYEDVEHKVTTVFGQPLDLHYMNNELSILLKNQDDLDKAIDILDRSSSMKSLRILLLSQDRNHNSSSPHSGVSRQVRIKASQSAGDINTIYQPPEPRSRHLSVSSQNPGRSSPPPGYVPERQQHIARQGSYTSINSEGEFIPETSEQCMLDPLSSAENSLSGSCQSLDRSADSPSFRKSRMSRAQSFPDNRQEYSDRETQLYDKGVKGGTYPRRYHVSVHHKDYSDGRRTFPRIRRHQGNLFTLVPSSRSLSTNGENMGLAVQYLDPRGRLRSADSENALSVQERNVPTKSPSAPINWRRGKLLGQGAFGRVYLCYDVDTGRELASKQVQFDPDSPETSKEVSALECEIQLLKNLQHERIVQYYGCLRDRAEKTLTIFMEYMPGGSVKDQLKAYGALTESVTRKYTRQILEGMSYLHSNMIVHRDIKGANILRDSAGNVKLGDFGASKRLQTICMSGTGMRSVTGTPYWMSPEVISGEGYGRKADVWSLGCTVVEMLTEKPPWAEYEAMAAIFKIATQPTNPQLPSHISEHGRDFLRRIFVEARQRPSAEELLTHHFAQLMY
# GalR3 antagonist: antagonists of human GalR3; O60755; HEK293 GalR3-CNG cAMP membrane potential fluorescence; galR3 body fused to GalR1 C-terminus; inhibition, % at 3 µM; 360,000 tested, 0.44% active; AID 651719;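 active = inhibition above the screen-wide average plus 3 SD, cut at about 13% in these data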;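 also: forskolin and galanin both at EC90 stimulate the cells; cAMP rise reported by CNG channel membrane potential dye signal; 0% = forskolin plus galanin with DMSO and 100% = forskolin alone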
# CHRM4 PAM: CHRM4 positive allosteric modulation. P08173. CHO-K1 hM4/Gqi5, Fluo-8 calcium fluorescence, ACh EC20; 0% = ACh EC20, 100% = maximal ACh. activation, % at 3 µM. 360,000 tested, 0.4% active;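 active = activation above its plate's cutoff, the mean activation of sample wells plus 3 SD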; also: some results filed as inactive read as strong as hits
# IDE cell activ: boosts human insulin-degrading enzyme activity in HEK cells; P14735; FAbeta-B cleavage, fluorescence polarization; 0% vehicle, 100% cell-free pure enzyme wells; activation, % at 5.96 µM; 340,000 tested, 0.073% active;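 active = activation above the mean of all tested compounds plus 3 SD, set per screening campaign, cut at about 17% in these data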
# pCIP destab: compounds decreasing mouse p/CIP protein stability. Q05BA5. F442A p/CIP-EGFP cells, EGFP fluorescence, 16 h. decrease of EGFP signal, % at 10 µM. 290,000 tested, 0.01% active;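 active = EGFP signal decrease of at least 30% at 10 µM or well 3 SD below plate mean, unless failing retest; inactive = the rest, including hits failing retest or dose response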; also: some compounds called inactive have numbers as strong as hits; many of its hits are not listed in these tables
# IDE inh: inhibitors of human insulin-degrading enzyme in cells | P14735 | HEK cells, FAbetaB cleavage, fluorescence polarization | inhibition, % at 5.59 µM | 320,000 tested, 0.41% active;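 active = percent inhibition above the average of all tested compounds plus 3 SD, set per screening campaign, cut at about 16% in these data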;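 also: IDE supplied by intact live HEK cells; FP after avidin binding of uncleaved biotin substrate so inhibition keeps polarization high; 0% = DMSO wells and 100% = 60 µM reference IDE inhibitor Ii1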
# An asterisk follows results filed as active; . = no result given. Rows are unselected. Share with any hit: about 4.2%.
No.	Structure	CRFBP-R2 agonist	CRFBP-R2 block	PHOSPHO1 block	MEKK3 PB1 HTS	GalR3 antagonist	CHRM4 PAM	IDE cell activ	pCIP destab	IDE inh
1	CC/C(C)=N/NC(=S)NCc1ccco1	-4.0	12	-3	96	0	-3	-3	-1	0
2	O=C(CNc1ccc2ccccc2c1)N/N=C/C=C/c1cccc([N+](=O)[O-])c1	-1.9	35	4	98	-5	0	-1	-1	-3
3	O=C(NCCc1ccccn1)c1n[nH]c(=O)c2ccccc12	-0.4	1	-4	96	-2	-2	2	-10	4
4	Cc1ccc(NC(=O)Cn2cnc([N+](=O)[O-])c2)cc1C	2.1	-14	34	100	-9	2	0	-4	-1
5	Cc1ccc(C23CC4CC(CC(C(=O)NC(C)C(=O)O)(C4)C2)C3)cc1 (centres undefined)	0.4	0	11	103	-11	5	4	-3	0
6	O=C(COc1cccc(NC(=O)c2ccccc2)c1)c1ccc(F)cc1	3.6	-3	12	95	-1	-15	0	-5	-1
7	Cc1ccc(S(=O)(=O)N2CCOCC2)cc1NC(=O)Cn1nnc(-c2ccccc2)n1	-0.8	5	.	.	-7	-3	.	.	.
8	COCCCNc1ccnc2c(Cl)cccc12	0.8	-10	10	96	-7	-2	3	-5	1
9	CN(C)C(=O)N1CCNCC1	1.2	-4	37	103	-1	4	3	-13	4
10	Nc1nc(SCC(=O)c2cc3ccccc3o2)n[nH]1	0.4	2	27	103	1	0	1	-9	-1

# Next entries:
No.	Structure	CRFBP-R2 agonist	CRFBP-R2 block	PHOSPHO1 block	MEKK3 PB1 HTS	GalR3 antagonist	CHRM4 PAM	IDE cell activ	pCIP destab	IDE inh
11	COCCCn1cc(C(=O)c2cc(OC)ccc2OCC(=O)N2CCCCC2C)cc(C#N)c1=O (centres undefined)	-0.6	3	32	107	-5	-6	1	-19	4
12	Cn1c(=O)[nH]c(=O)c2c1nc(CN1CCN(c3cccc(Cl)c3)CC1)n2CCc1ccccc1	1.4	-72	-36	96	-4	16	0	-9	0
13	O=C(CCCOc1ccccc1)Nc1ccncc1	1.7	-14	-25	.	2	0	1	-12	6
14	NNC(=O)c1cccn(Cc2ccc(Cl)cc2Cl)c1=O	4.2	20	20	96	-11	-5	1	-5	1
15	O=C(Nc1ccc(Cn2cccn2)cc1)c1ccc(COc2ccc(Br)cc2)cc1	1.8	9	14	99	-4	3	1	-3	5
16	Cc1ccc(S(=O)(=O)NCC(=O)NCC(=O)OC(C(=O)NC(N)=O)C(C)C)cc1C (centres undefined)	3.9	2	9	110	-6	6	9	-6	3
17	Cc1nc(C(=O)N(C)C)nn1-c1cc(Cl)cc(Cl)c1	-0.5	17	18	100	-4	8	4	-13	2
18	COc1ccc(CCN(C)C(=O)c2oc3ccccc3c2C)cc1OC	-0.7	5	.	.	-1	-2	-5	.	5
19	CCC1(C)NC(=O)N(/N=C/c2cc(OC)c(O)c(OC)c2)C1=O (centres undefined)	4.1	-14	-13	96	-4	11	2	10	-8
20	CCN(/N=C/C=C/c1ccccc1)c1cc(=O)n(C)c(=O)[nH]1	1.4	-7	-6	97	-2	-6	-1	4	2

# Going on with the list:
No.	Structure	CRFBP-R2 agonist	CRFBP-R2 block	PHOSPHO1 block	MEKK3 PB1 HTS	GalR3 antagonist	CHRM4 PAM	IDE cell activ	pCIP destab	IDE inh
21	COc1ccccc1Oc1coc2cc(OC(=O)N3CCOCC3)ccc2c1=O	0.5	-10	43	92	-7	7	-3	-9	13
22	Nc1c(N2CCCC2)cc(Cl)c2nonc12	3.9	8	4	93	.	17	-6	-13	1
23	CCOC(=O)C1CCCN(C(=O)c2ccc(Cl)c(S(=O)(=O)N3CCCCCC3)c2)C1 (centres undefined)	-0.4	11	8	103	-1	-7	4	16	6
24	CC1=[N+](C)N(c2ccccc2)C(=O)C1N=Cc1c(Cl)cccc1Cl (centres undefined)	-0.2	-14	22	106	-2	-3	4	1	-6
25	O=C(NCC1OCCCN1S(=O)(=O)c1cc(F)ccc1F)C(=O)NC1CCCCC1 (centres undefined)	-1.8	2	20	101	-7	-9	2	-4	-4
26	N/C(CSc1nc(-c2ccccc2)c(-c2ccccc2)o1)=N\O	0.7	-5	27	103	-2	1	-1	-5	1
27	COc1ccccc1CNC(=O)C1CCN(S(C)(=O)=O)CC1	0.1	13	-3	103	0	5	4	-24	-1
28	CCOC(=O)[C@@H]1[C@H]2COc3cc(OC)ccc3[C@H]2N2C(=O)N(c3cccc(C)c3)C(=O)[C@]12C	-0.3	6	.	.	-2	4	5	.	-1
29	S=C(NCc1cccnc1)Nc1ccc(Oc2ccc(Cl)cc2)cc1	1.2	8	-8	84	-5	-16	4	-13	-5
30	O=C(COc1ccccc1Cl)NCCNC(=O)c1cccnc1	-0.7	-3	-13	99	-7	1	0	-31	7

# (list continues)
No.	Structure	CRFBP-R2 agonist	CRFBP-R2 block	PHOSPHO1 block	MEKK3 PB1 HTS	GalR3 antagonist	CHRM4 PAM	IDE cell activ	pCIP destab	IDE inh
31	CCN(C(=O)CSc1n[nH]c(-c2cccs2)n1)C1CCS(=O)(=O)C1 (centres undefined)	-0.3	12	-6	97	-2	18	-7	2	-2
32	COc1cc(CN2CCC(n3nccc3NC(=O)CCCc3ccccc3)CC2)ccc1F	4.8	-13	32	96	-10	-9	5	-12	-4
33	O=C(C1=C[C@H](c2ccc(C(F)(F)F)cc2)C[C@H](OCc2ccc(CO)cc2)O1)N1CCN(Cc2ccc3c(c2)OCO3)CC1	-0.6	-5	14	105	-2	-3	1	-12	2
34	CC(CN(C)C)CN1c2ccccc2Sc2ccccc21 (centres undefined)	18	-45	.	.	.	-18	4	.	1
35	CN1C(C(=O)NCc2ccco2)CC2Cn3c(nc4cc5ccccc5cc43)C21 (centres undefined)	4.5	5	48	115	-4	3	0	-12	0
36	CCN(CC)C(=O)CSc1nsc(SCC(=O)N(CC)CC)c1C#N	-0.4	-6	28	.	-3	-5	4	-5	9
37	Cc1c(Br)c([N+](=O)[O-])nn1C(C)C(=O)N1CCCc2ccccc21 (centres undefined)	0.1	16	19	96	-1	4	-2	-15	2
38	CN(C)S(=O)(=O)c1cccc(NC(=O)c2cccc(S(=O)(=O)N3CCCCC3)c2)c1	-0.9	-19	.	.	-4	6	-4	.	3
39	COc1ccc(C2=NS(=O)(=O)N(C)C(C(=O)NC(C)c3ccccc3)=C2)cc1 (centres undefined)	-0.1	-5	28	99	.	-3	-2	6	-2
40	CN1C(=O)c2ccccc2C(C(=O)O)C1c1cccc(Cl)c1 (centres undefined)	2.3	-3	16	101	7	-3	4	-6	4

# Further structures:
No.	Structure	CRFBP-R2 agonist	CRFBP-R2 block	PHOSPHO1 block	MEKK3 PB1 HTS	GalR3 antagonist	CHRM4 PAM	IDE cell activ	pCIP destab	IDE inh
41	O=C(/C=C/c1ccc(N2CCOCC2)cc1)c1ccccc1	89*	-110	24	96	3	-9	-20	-9	20*
42	Cc1oc(-c2cccc(F)c2)nc1CN(Cc1ccccc1)C[C@@H]1CCC(=O)N1	0.7	-9	15	99	-5	2	0	-13	4
43	N#CCCn1c(SCC(=O)N2CCN(S(=O)(=O)c3ccccc3)CC2)nc2ccccc21	0.9	-11	86*	103	-5	-1	4	-3	5
44	[N-]=[N+]=CC(=O)CCCN1C(=O)c2ccccc2C1=O	0.7	3	2	104	-3	-4	-1	1	2
45	Clc1ccccc1CSc1nnc(-c2ccco2)c(-c2ccco2)n1	1.9	-36	-23	100	-5	7	-4	0	0
46	CCn1c(SCC(=O)n2nc(C)cc2C)nnc1-c1ccc2c(c1)OCO2	-0.7	12	31	103	-2	8	-1	8	2
47	CCn1c(C)nnc1SCC(=O)Nc1ccc(OC)cc1	0.4	-7	.	.	-7	1	.	.	.
48	Cc1ccsc1C(=O)Nc1ccc(OCc2ccccc2)cc1	14	2	15	103	-4	-5	-1	0	-5
49	Cc1cc(C)c2oc(-c3cccc(N)c3)nc2c1	-1.4	-9	.	100	-10	0	-6	3	-1
50	CCN1CCN(C(=O)c2ccc(CS(=O)(=O)Cc3ccccc3C)o2)CC1	29	-1	13	101	0	-2	6	-11	-2

# Exported with values under each structure: 6 of the compounds above.
# Values in the order: CRFBP-R2 agonist, CRFBP-R2 block, PHOSPHO1 block, MEKK3 PB1 HTS, GalR3 antagonist, CHRM4 PAM, IDE cell activ, pCIP destab, IDE inh
42) Cc1oc(-c2cccc(F)c2)nc1CN(Cc1ccccc1)C[C@@H]1CCC(=O)N1
 : 0.7, -9, 15, 99, -5, 2, 0, -13, 4
43) N#CCCn1c(SCC(=O)N2CCN(S(=O)(=O)c3ccccc3)CC2)nc2ccccc21
 : 0.9, -11, 86*, 103, -5, -1, 4, -3, 5
44) [N-]=[N+]=CC(=O)CCCN1C(=O)c2ccccc2C1=O
 : 0.7, 3, 2, 104, -3, -4, -1, 1, 2
45) Clc1ccccc1CSc1nnc(-c2ccco2)c(-c2ccco2)n1
 : 1.9, -36, -23, 100, -5, 7, -4, 0, 0
46) CCn1c(SCC(=O)n2nc(C)cc2C)nnc1-c1ccc2c(c1)OCO2
 : -0.7, 12, 31, 103, -2, 8, -1, 8, 2
47) CCn1c(C)nnc1SCC(=O)Nc1ccc(OC)cc1
 : 0.4, -7, ., ., -7, 1, ., ., .

# Reprinted at random: three compounds from above
No.	Structure	CRFBP-R2 agonist	CRFBP-R2 block	PHOSPHO1 block	MEKK3 PB1 HTS	GalR3 antagonist	CHRM4 PAM	IDE cell activ	pCIP destab	IDE inh
41	O=C(/C=C/c1ccc(N2CCOCC2)cc1)c1ccccc1	89*	-110	24	96	3	-9	-20	-9	20*
42	Cc1oc(-c2cccc(F)c2)nc1CN(Cc1ccccc1)C[C@@H]1CCC(=O)N1	0.7	-9	15	99	-5	2	0	-13	4
43	N#CCCn1c(SCC(=O)N2CCN(S(=O)(=O)c3ccccc3)CC2)nc2ccccc21	0.9	-11	86*	103	-5	-1	4	-3	5
